Assay outcomes (PubChem BioAssay)
Pf Dd2 growth: qHTS Primary assay for Inhibitors of Plasmodium falciparum Dd2 growth in vitro; actives 4.3% (n = 120,000); Potency, µM (series often up to 28.9 µM), for inactives: top-dose activity, negative = inhibition, most hits filed as inhibitors; P. falciparum Dd2 growth, SYBR Green, 72 h; active = well fitted inhibition curve with a large enough effect; inconclusive = small, poorly fitted or top-dose-only effect; inactive = no such curve, though single readings can be large or run the other way;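 note: plate controls were DMSO vehicle for no effect and reference drug for full effect; nearly all actives have a fitted effect of over 65% in size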
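Readout: SYBR Green fluorescence, 485 nm excitation, 535 nm emission, after ~16 h lysis at 37C. Before that, Dd2-infected red cells (2.5% hematocrit) grew 72 h with compound, 29 uM top final concentration.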
Numbers without * were called inactive; i = inactive; ? = inconclusive; [ ] = another dose, or the depositor's remark. Potency is the fitted concentration of half-maximal effect.

canonical_smiles | Pf Dd2 growth
O=c1c2c(CO)c(-c3ccccc3)nn2ccn1CCc1ccccc1 | -13.0%
Cc1oc(-c2ccc(C(=O)NCCC(C)C)cc2)nc1CS(=O)(=O)c1ccccc1 | 2.3%
CC(Cn1cncn1)NC(=O)c1ccc(CCC(C)(C)O)cc1 (stereo not given) | -4.3%
O=C(Cn1nc2n(c1=O)CCCC2)NCc1ccc(F)cc1 | 69.4%[activator]
CC1Oc2ccc(NC(=O)c3ccc(Cl)c(Cl)c3)cc2CN(Cc2ccccc2F)C1=O (stereo not given) | ?
CCOc1ccc(N(CC)S(=O)(=O)N2CCCC(C(=O)Nc3ccc(C(C)=O)cc3)C2)cc1 (stereo not given) | ?
Cc1ccc(-c2nc(NCc3ccncc3)ncc2C(=O)O)cc1 | 43.0%[activator]
CNC(=O)c1ccc(NC(=O)c2nc(C(O)c3ccccc3F)oc2C)cc1 (stereo not given) | -0.1%[44.1 µM]
CC1CCC2(CC1)NC(=O)N(CC(=O)N1CCCCC1)C2=O (stereo not given) | 5.0%
COc1ccc(S(=O)(=O)N(Cc2nc(-c3ccc(C)cc3)no2)C2CCCCC2)cc1 | ?
C[C@@H]1CN(C(=O)c2ccc(F)cc2F)CC[C@@]1(O)C1CCOCC1 | -13.0%
CN1[C@@H](CCC(=O)NCc2cccnc2)CNC(=O)[C@@H]2[C@H]1CCN2Cc1cccc(OC(F)(F)F)c1 | ?
CCCNC(=O)N(C1CCOCC1)C1CCN(C(=O)c2cccc(F)c2)CC1 | -2.2%
Cn1c(=O)cc(SCC(=O)NCCc2ccc(Cl)cc2)c2cc(Cl)ccc21 | 47.7%[activator]
CC1=C[C@@H](CNS(=O)(=O)Cc2ccccc2)[C@H](C(C)C)C[C@H]1CC(=O)NCc1ccccn1 | -0.3%
CC1(C(=O)Nc2ccccc2)CCc2cnc(N3CCOCC3)nc21 (stereo not given) | 3.8%[44.1 µM]
COc1ccc(C2CCC(=O)N2Cc2ccc(F)cc2)cc1 (stereo not given) | -16.9%
CN(C1CCc2nn(CC3CC3)c(=O)n2CC1)S(=O)(=O)Cc1ccccc1 (stereo not given) | i
N[C@H]1CN(c2cncc(C(=O)N3CCCCC3)n2)C[C@@H]1C1CC1 | -22.1%
CC(=O)N1CCCc2cc(S(=O)(=O)N(C)CC(=O)Nc3ccc(F)c(Cl)c3)ccc21 | i
Cc1ccc(S(=O)(=O)N2CCCc3cc(NS(=O)(=O)c4cccc(Cl)c4)ccc32)cc1 | ?
CN(c1ccccc1)c1cc(=O)c2ccnc(-c3cncnc3)c2o1 | -25.0%[44.1 µM]
O=C(Cn1ncc2c3ccccc3n(Cc3ccc(Cl)cc3)c2c1=O)NCc1ccccn1 | -22.4%
Cc1cnc(CCNS(=O)(=O)c2ccc(C#N)cc2)n1C1CC1 | -13.4%
CN(C)C(=O)c1ccc(OC2CCN(C(=O)c3ccoc3)CC2)nc1 | 32.4%[activator]
O=C(Nc1cccc(F)c1)N1C[C@@H]2C[C@H](C1)c1c(-c3cc4ccccc4s3)ccc(=O)n1C2 | ?
COc1cccc(CNC(=O)N2CCC(C3CCN(C(C)=O)CC3)C2)c1 (stereo not given) | -18.4%
Cc1cc(C)c(S(=O)(=O)NCCc2cc3c(C)ccc(C)c3[nH]c2=O)c(C)c1 | -11.9%
Cc1noc(C)c1S(=O)(=O)N1CCC2(CC1)N(CC1CC1)C(=O)CS2=O (stereo not given) | ?
COc1ccc(NC(=O)N2CCc3c(C(=O)NCCCN(C)C)cccc32)cc1 | ?
O=C(c1cc2cccnn2n1)N1CCOCC1 | 12.2%[44.1 µM]
O=C(NCC(c1ccc(Cl)cc1)N1CCOCC1)c1ccccc1F (stereo not given) | ?
COc1ccc(NC(=O)C2=C(C)C(=O)OC23CCN(C(C)C)CC3)cc1Cl | ?
COc1ccccc1CC(=O)NC1CCN(c2cc(C(F)(F)F)ncn2)CC1 | 34.4%[activator]
COCCn1nc2n(c1=O)CCN(C(=O)c1ocnc1C)CC2 | 5.8%
COc1ccc(Cl)cc1C(=O)NCc1nnc2ccc(-c3ccc(C)c(C)c3)nn12 | -16.4%
O=C(NCCCn1nccc1C1CC1)c1ccccc1C1CCNC1 (stereo not given) | 1.9%
Cc1ccc(Cn2c(C3CCN(C(=O)Cc4ccccc4)CC3)n[nH]c2=O)cc1 | ?
COc1cccc(N2CCN(c3ncnc4onc(-c5ccc(Cl)cc5)c34)CC2)c1 | i
CCCc1cc(C(=O)N2CC[C@@H]3[C@@H](CCC(=O)N3CC(C)C)C2)ccn1 | -2.0%
COc1ccc(-c2nn(-c3ccccc3)cc2CN2CCN(C)CC2)c(F)c1 | 10µM*
CC1CN(C(=O)NCc2ccccc2)c2cc(Cl)ccc2O1 (stereo not given) | -18.8%
O=c1n(CC2CC2)nc2n1CCN(S(=O)(=O)c1cnc[nH]1)CC2 | 2.2%
CCCN1C(=O)Cc2ccccc2C1C(=O)NCc1ccccc1Cl (stereo not given) | -12.8%
COc1ccc(-n2c(=O)c3c(c4cc(OC)ccc4n3C)n(CC(=O)N3CCCC3)c2=O)cc1 | -7.5%
Cc1cc2c(n1-c1ccc(C(=O)NCCc3ccc(Cl)cc3)cc1)CCC(C)C2 (stereo not given) | ?
CC(Oc1ccccc1)C(=O)N1CCN(Cc2cc(=O)n3nc(-c4ccccc4Cl)sc3n2)CC1 (stereo not given) | 11.1%
CC[C@H]1CN2CC[C@H]1C[C@@H]2CNC(=O)c1ccc2c(c1)OCO2 | ?
Cc1ccc(-c2nc3c4ccccc4[nH]c(=O)n3n2)cc1 | -8.8%
COc1ccc2c(c1)c1c(c(=O)n(-c3ccc(OC)c(OC)c3)c(=O)n1Cc1ccccc1C)n2C | -3.5%
CC(C)NC(=O)N(C1CC1)C1CCOC2(CCN(C(=O)C3CCCC3)CC2)C1 (stereo not given) | -21.7%
COc1cccc(COC2CN(C(=O)CCc3scnc3C)CC(=O)N(Cc3ccccn3)C2)c1 (stereo not given) | 3.8%
Cc1ccsc1C(=O)NCC1(C)CCOCC1 | 25.3%
Cc1ccc(S(=O)(=O)N(CC(=O)Nc2ccc(C(C)C)cc2)Cc2ccccc2)cc1 | ?
COc1ccc(Cl)cc1NC(=O)CSc1nc2ccccc2nc1N1CCCCC1 | -5.0%
O=C(Nc1ccccc1OCc1cc(=O)n2ccccc2n1)c1cccc(Br)c1 | 7.8%
O=C(c1nc2c(o1)CCN(Cc1cc(F)ccc1F)CC2)N1CCOCC1 | i
CCOC(=O)c1ccc(NC(=O)c2sc3nc4c(cc3c2N)N2CCC4CC2)cc1 | ?
O=C(Cc1ccc(F)cc1)N1CCC[C@H]1c1nc(-c2ccccc2)no1 | ?
COc1ccccc1-c1noc(CCCC(=O)Nc2cccc(C(F)(F)F)c2)n1 | -24.2%

Remaining list, next part:
Compound	Pf Dd2 growth
COc1ccc(N2C(=O)C(CC(=O)Nc3ccc(F)cc3)N(CCC3=CCCCC3)C2=O)cc1 (stereo not given)	i
Cc1cc(CN2C[C@@H](CO)[C@H](c3ccccn3)C2)n(C)n1	i
Cc1ccc(C)c(N2CCN(c3c(CN4CCCC4)c(=O)oc4ccccc34)CC2)c1	?
O=C([C@@H]1C[C@H](Oc2cccnc2)CN1C(=O)CCCc1ccccc1)N1CCOCC1	8.1%
CC(C)c1noc(-c2cn(C3CCCN(C(=O)c4ccsc4)C3)nn2)n1 (stereo not given)	i
O=C(OCc1ccccc1)N1CCOCC12CCN(Cc1ccncc1)CC2	-19.0%[44.1 µM]
CN1C(=O)c2ccccc2Sc2ccc(NC(=O)c3ccc(C(F)(F)F)cc3)cc21	?
Fc1ccc(-c2ccc3ncc(Nc4ccc(Cl)cn4)n3n2)cc1	i

Filtered by structure: the compounds so far containing a CF3 group (4)
Compound	Pf Dd2 growth
CN1[C@@H](CCC(=O)NCc2cccnc2)CNC(=O)[C@@H]2[C@H]1CCN2Cc1cccc(OC(F)(F)F)c1	?
COc1ccccc1CC(=O)NC1CCN(c2cc(C(F)(F)F)ncn2)CC1	34.4%[activator]
COc1ccccc1-c1noc(CCCC(=O)Nc2cccc(C(F)(F)F)c2)n1	-24.2%
CN1C(=O)c2ccccc2Sc2ccc(NC(=O)c3ccc(C(F)(F)F)cc3)cc21	?

New compounds follow:
Compound	Pf Dd2 growth
COc1ccc(CCC(=O)N[C@@H]2CN(c3ccncn3)C[C@H]2CN(C)C)cc1	23.8%
CN1[C@@H](CCC(=O)NCc2ccccc2)CNC(=O)[C@@H]2[C@H]1CCN2Cc1csnn1	9.3%[44.1 µM]
COc1ccc2[nH]c3c(c2c1)CCNC31CCN(C(=O)c2ccnn2C)CC1	i
CCn1ccnc1CN(C)C(=O)c1ccc2oc(-c3ccc(C(F)(F)F)cc3)nc2c1	-2.6%
O=C(NC1CCOC2(CCOCC2)C1)c1ccc(C(F)(F)F)cc1 (stereo not given)	-14.7%
O=C(Cn1cccc1-c1nc(-c2ccccc2)no1)Nc1ccccc1	?
COCCN1C(=O)c2cccn2CC1CNC(=O)CCc1ccccc1 (stereo not given)	-10.8%
CC(=O)Nc1ccc(CN2CCOC[C@H]2c2ncc(-c3ccc(F)cc3F)[nH]2)cc1	i

Of the compounds above, 4 contain a thiophene ring, fused or not.
Compound	Pf Dd2 growth
O=C(Nc1cccc(F)c1)N1C[C@@H]2C[C@H](C1)c1c(-c3cc4ccccc4s3)ccc(=O)n1C2	?
Cc1ccsc1C(=O)NCC1(C)CCOCC1	25.3%
CCOC(=O)c1ccc(NC(=O)c2sc3nc4c(cc3c2N)N2CCC4CC2)cc1	?
CC(C)c1noc(-c2cn(C3CCCN(C(=O)c4ccsc4)C3)nn2)n1 (stereo not given)	i

Going on with the list.
Compound	Pf Dd2 growth
O=C(Nc1ccc(Cl)cc1)N[C@H]1CO[C@H]2[C@@H]1OC[C@H]2O	-23.4%[44.1 µM]
COc1ccc(C(=O)N2CCCC(n3cc(-c4nc(C5CC5)no4)nn3)C2)cn1 (stereo not given)	i
CCOC(=O)c1c(C)[nH]c(C)c1S(=O)(=O)N1CCC(C(=O)NCc2ccccc2Cl)CC1	7.6%
Cc1nc(-c2ccc(N(C)C)cc2)cc([C@H]2CN3CC[C@H]2C[C@@H]3CNC(=O)C2CCC2)n1	?
O=C(Nc1ncc(-c2cccc(F)c2)c2c1OCC2)c1ccncc1	i
O=C1CCN(C(=O)C2CCN(S(=O)(=O)c3ccccc3)CC2)CCCCCCN1	16.4%
COc1ccc(NC(=O)c2c(NC(=O)c3cccc(C)c3)sc3c2CCC3)cc1	-10.4%
CS(=O)(=O)Nc1ccc(C2(C(=O)NCCC3=CCCCC3)CCCCC2)cc1	-21.7%
COc1ccc(CCc2nc(C3CC(=O)N(c4ccc(Cl)cc4)C3)no2)cc1 (stereo not given)	38.6%
O=C(c1ccsc1)N1CCC(Oc2cccc(F)c2)C1 (stereo not given)	?
C#CCNC(=O)c1nc(-c2cccc(F)c2)c2cnccn12	?
CC(C)c1ccc(CN2CCC3(CC2)OC(=O)N(Cc2ncccn2)C3(C)c2ccccc2)cc1 (stereo not given)	-16.8%
COc1ccc(OCC(=O)NCC(c2ccc(OC)cc2)N2CCCCC2)cc1 (stereo not given)	8.91µM*
CC(C)OC(C)C(=O)N1CCC(n2nccc2NC(=O)c2ccccc2)CC1 (stereo not given)	3.1%
CC[C@H]1CN(C(=O)Nc2cccc(OC)c2)CC[C@H]1CC(=O)O	18.1%[44.1 µM]
CCOc1ccc(Oc2nc(NCC(C)C)nc(N3CCOCC3)n2)nn1	-4.1%

The closing 2 compounds of the part before come first, to join the parts.
Compound	Pf Dd2 growth
CC[C@H]1CN(C(=O)Nc2cccc(OC)c2)CC[C@H]1CC(=O)O	18.1%[44.1 µM]
CCOc1ccc(Oc2nc(NCC(C)C)nc(N3CCOCC3)n2)nn1	-4.1%
Nc1ncccc1CN1CC(COc2ccccc2)C2(C1)CN(c1ccccc1)C2 (stereo not given)	-6.2%[44.1 µM]
CCC(Nc1ccc(-c2nc(-c3cccnc3)no2)cc1[N+](=O)[O-])c1ccccc1 (stereo not given)	7.9%
CNC(=O)[C@@H](c1ccccc1F)N1CCC[C@H]1C(=O)NCC(C)C	5.1%[44.1 µM]
COCc1cn([C@H]2CO[C@H]3[C@@H]2OC[C@H]3OC(=O)Nc2ccc(C(C)(C)C)cc2)nn1	23.5%[44.1 µM]
O=C(Cn1c(=O)oc2ccccc21)N1CCC(c2noc(-c3cccnc3)n2)C1 (stereo not given)	26.6%[5.79 µM]
O=C1NC(=NC2CCCC2)C2(CCN([S+](=O)([O-])c3cccs3)C2)N1c1cccnc1 (stereo not given)	2.4%
CC(=O)N1CCN(c2ccc3nnc(-c4ccc(C)cn4)n3n2)CC1	-4.3%[44.1 µM]
COCCN1C(=O)c2ccccc2C(C(=O)NCc2ccc(Cl)cc2)C12CCCCC2 (stereo not given)	i
CC[C@@H](C)[C@@H](C(=O)Nc1ccc(C)cc1)N1Cc2ccccc2C1=O	i
CCc1ccc(NC(=O)c2ccc3[nH]c(C)c(C)c3c2)cc1	-4.3%
COC(=O)CNC(=O)c1nc(-c2ccccc2)c2ccccn12	-20.6%[44.1 µM]
O=C1NCCCCCN(C(=O)C2CCCCC2)[C@H]2CCCC[C@@H]12	i
Cc1cccc(Cn2nnc3c(=O)[nH]c(C4CCN(C(=O)c5ccc(F)cc5)CC4)nc32)c1	?
CC(C)NC(=O)N[C@H]1C[C@H]2C(=O)NC[C@@H](CCC(=O)N3CCCCC3)N2C1	8.2%[44.1 µM]
COc1ccc(CCNC(=O)c2cc3n(n2)CCCN(Cc2ccc(C)cc2)C3=O)cc1OC	13.0%
CN(C)c1cc(N2CCCC(NC(=O)NCc3ccccc3)C2)ncn1 (stereo not given)	?
COc1cccc(CN2C(=O)OC3(CCN(C(=O)C4CCC4)CC3)C2(C)c2cccnc2)c1 (stereo not given)	i
CC(C)CCNC(=O)c1cc(-c2ccc(Br)s2)nc2ccccc12	3.1%
CCCOc1ccc(-c2nn(-c3ccccc3)cc2C2NC(=O)NC(C)=C2C(=O)OC(C)C)cc1 (stereo not given)	?

Some of the compounds tested; rates above refer to the full screens.
